Screening results as filed in PubChem.
P. falciparum M17LAP = P. falciparum M17LAP inhibitors, primary screen, biochemical, fluorogenic H-Leu-NHMec substrate, 1536-well (AID 1619); Leucine aminopeptidase (Plasmodium falciparum (isolate 3D7)); recombinant M17LAP, H-Leu-NHMec fluorogenic kinetic assay; higher % means a stronger effect; inhibition, % at 30 µM; hits with a dose series show IC50 in µM; 0.38% of 220,000 active;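 active = compound inhibiting the enzyme by more than half at any dose during confirmatory dose-response retesting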;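 also: plate controls were full reaction with DMSO carrier for no effect and no enzyme background for full effect; strong numbers were not always called active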
T cell modulator = modulators of CD8 T cell-vesicle binding, primary screen, mouse 2C CD8+ T cells, flow cytometry. 0.068% of 330,000 active. calls only at 7 µM. 2C CD8+ T cell-vesicle binding; active compounds read low. AID 2052, 2009;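 active = response, share of CD8 T cells binding vesicles, and their 90th percentile fluorescence all below set limits, cut at about 80% in these data, passing the limit was not always enough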
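Assay system – 2C mouse CD8+ T cells · Also added – QL9-loaded Drosophila micro-vesicles · Timing – Cell–vesicle co-incubation 1.5 h at 37 °C, staining 20 min on ice · Signal – flow cytometry of vesicle-bound cells · Measure – percent CD8+ FL2 mean versus row control · Controls – Peptide-free naked vesicles (low) and QL9 vesicles with 0.7% DMSO vehicle (high)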
Yfh1-depleted yeast = enhancers of respiration in Yfh1-depleted yeast, dose response, Friedreich's ataxia, plus single-dose screen (AID 1465). S. cerevisiae Yfh1-off respiration, WST-1 reduction, 72 h; higher fold induction means a stronger effect. fold induction at 50 µM; hits with a dose series show EC50 in µM. 0.074% of 220,000 active;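 active = fold induction of absorbance versus untreated yeast above a set limit, then at least 30% activation at any dose in follow-up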;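 also: activators that raise dye reduction in frataxin-depleted yeast; strong numbers were not always called active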
b-catenin transl = modulators of beta-catenin nuclear translocation, primary screen, imaging, HeLa cells, immunofluorescence, high-content. nuclear translocation activity, % at 5 µM. 0.3% of 190,000 active;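 active = nuclear translocation activity above 50% at 5 µM, with a well cell count of 50 or more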;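 also: per-cell ratio of nuclear to cytoplasmic median beta-catenin stain intensity; plate controls were DMSO negative control for no effect and GSK-3 inhibitor IX positive control for full effect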
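Technique: fluorescence imaging of beta-catenin antibody stain plus DAPI / Material: human HeLa cell line / Incubation: compound treatment 24 h, 37°C, 5% CO2 / Read-out basis: % activation of per-cell nuclear versus cytoplasmic median beta-catenin signal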
Dynein transport = inhibitors of GR-EGFP nuclear translocation, primary screen, dynein cargo transport inhibitor project, imaging, high-content, 3617.4 mouse cells | test concentration mostly 20 µM; stimulated with dexamethasone, 1 µM; active compounds read low | z-score, hits read low | 0.47% of 220,000 active;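 active = plate z-score of nuclear minus cytoplasmic receptor signal below a set negative limit, without overly bright fluorescence or cell loss, cut at about -3.5 in these data, passing the limit was not always enough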;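 also: z-score of nuclear minus cytoplasmic ring GR-EGFP intensity difference per well; some compounds called inactive have numbers as strong as hits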
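medium = tetracycline-free induction medium containing charcoal-stripped FBS | also added = 1.0 µM final dexamethasone stimulus | schedule = 48 h induction, 1 h compound, 30 min dex at 37 °C | technique = fixed, Hoechst-stained cells imaged at 10x for EGFP | measure = GR-EGFP nuclear translocation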
P. falciparum M1AAP = P. falciparum M1AAP inhibitors, biochemical, fluorogenic H-Leu-NHMec substrate, 1536-well (AID 1445); recombinant M1AAP, H-Leu-NHMec fluorogenic kinetic assay; higher % means a stronger effect; Aminopeptidase N (Plasmodium falciparum (isolate 3D7)); inhibition, % at 30 µM; hits with a dose series show IC50 in µM; 0.42% of 220,000 active;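 active = primary inhibition above the hit cutoff, then over 50% inhibition at one or more dose response concentrations, cut at about 23% in these data, passing the limit was not always enough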;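 also: plate controls were DMSO full reaction for no effect and no enzyme background for full effect; strong numbers were not always called active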
WT yeast gro inh = growth inhibition of WT strain, primary screen, mitochondrial fusion inhibitor project, WT and mutant strains, chemical genetic | mitochondrial fusion phenotypic screen | inhibition, % at 10 µM | 2.1% of 190,000 active; in the data active = inhibition above about 58%; tested in S. cerevisiae
MT stabilize HCS = microtubule stabilizers in HeLa cells, primary screen, imaging, high-content imaging | HeLa tubulin immunostaining HCS, 24 h; share of cells brighter than vehicle mean+2SD | % tubulin-high responders, % at 10 µM | 0.83% of 200,000 active;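 active = plate Z-score above 3 for both tubulin-high and condensed-nucleus cell shares, with cell loss under 80%, at 10 µM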;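 also: anti alpha tubulin signal scored within the nucleus-defined area of each cell; some results filed as inactive read as strong as hits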
Autophagy mod = autophagy modulators in MEF cells, primary screen, imaging, high-content, MEF GFP-LC3; calls only at 10 µM (by protocol); MEF GFP-LC3 puncta imaging; test concentration mostly 10 µM; 0.98% of 190,000 active;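 active = percentage of spot-positive cells more than 3 SD above its plate mean, without a fluorescence outlier flag or 80% toxicity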;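 also: spot-positive cell cutoff set from DMSO-treated cells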
WT yeast gro inh mutant strain = also measured in WT yeast gro inh; calls as there; inhibition, %; mitochondrial fusion phenotypic screen, mutant strain inhibition
Dynein transport cytoplasmic EGFP = second read-out of Dynein transport, no call of its own (marks repeat the call); z-score; measured here: cytoplasmic GR-EGFP intensity; active compounds read high
Dynein transport nuclear GR-EGFP = also measured in Dynein transport; calls as there; z-score; measured here: nuclear GR-EGFP intensity;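 lower value marks the stronger effect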
Dynein transport cell count = second read-out of Dynein transport, no call of its own (marks repeat the call); z-score; measured here: cell count per field
b-catenin transl cell count 5 µM = also measured in b-catenin transl; calls as there; cell count; measured here: cell count, cytotoxicity flag
T cell modulator vesicle-bound % = second read-out of T cell modulator, no call of its own (marks repeat the call); double positive events, %; measured here: CD8+ vesicle-bound cell fraction;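 binding gate set so that unloaded-vesicle control wells show 10% double positive cells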
MT stabilize HCS Hoechst-high % = also measured in MT stabilize HCS; calls as there; % Hoechst-high responders; measured here: nuclear condensation Hoechst responders;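 share of cells brighter than vehicle mean plus two SD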
MT stabilize HCS cytotoxicity % = also measured in MT stabilize HCS; calls as there; toxicity, %; measured here: cytotoxicity by cell density;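 0% = mean cell density of plate MIN control wells and 100% = no cells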
Autophagy mod cell loss 18 h = also measured in Autophagy mod; calls as there; toxicity, %; measured here: cell loss, nuclei count;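 cell loss after 18 h compound exposure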
* hit, by the source's call; i = inactive; · = no result given; + = active, no number.

SMILES	P. falciparum M17LAP	T cell modulator	T cell modulator vesicle-bound %	Yfh1-depleted yeast	b-catenin transl	b-catenin transl cell count 5 µM	Dynein transport	Dynein transport cytoplasmic EGFP	Dynein transport nuclear GR-EGFP	Dynein transport cell count	P. falciparum M1AAP	WT yeast gro inh	WT yeast gro inh mutant strain	MT stabilize HCS	MT stabilize HCS Hoechst-high %	MT stabilize HCS cytotoxicity %	Autophagy mod	Autophagy mod cell loss 18 h
COc1ccc(C2NC3=C(CCCC3)C(C#N)(C#N)C2(C#N)C#N)cc1 (stereo unspecified)	-9%	i	11	i	-3.0	906	-1.7	7.1	0.15	-0.3	4%	·	·	6.2	3.4	5.8	i	14
O=C(O)CCc1nnc(SCC(=O)Nc2ccc(Br)cc2)[nH]c1=O	2.5µM*	i	42	i	-2.8	1118	0.0022	-0.26	0.041	1.2	4%	-2	-13	4.5	2.5	4.5	i	-15
Cn1c(CNC(=O)c2ccccc2F)nnc1SCc1nc2ccccc2c(=O)[nH]1	-4%	i	34	i	-0.1	1472	0.41	-0.21	0.52	-0.29	-2%	-8	-17	1.2	1.0	0.8	i	-5
O=C(NCCc1ccc(F)cc1)N1CCOCC1	-4%	i	46	i	·	·	0.54	-0.23	0.28	0.5	-8%	6	-6	3.2	2.2	2.0	i	0
Cc1cc(N2CCN(C)CC2)nc2ccc(NC(=S)NCc3cccs3)cc12	-2%	i	33	i	0.1	1071	-0.78	-0.12	-0.025	0.75	6%	21	11	1.7	2.7	5.2	i	3
COc1cc2c(=O)n(Cc3ccccc3)c(=O)n(CC(=O)C(C)(C)C)c2cc1OC	5%	i	24	i	0.8	1363	1.3	-0.13	0.67	-1	-2%	·	·	·	·	·	·	·
CSc1nnc(N(CCC#N)CCC#N)s1	6%	i	36	i	-1.1	1133	-0.98	-0.34	-0.19	0.71	2%	-8	0	3.9	1.4	1.8	i	1
CCOC(=O)c1c(NC(=O)COC(=O)c2cc(OC)c(OC)cc2[N+](=O)[O-])sc(C)c1CC	1%	i	48	i	5.7	478	-0.13	-0.23	-0.097	0.93	3%	3	23	1.9	2.5	0.1	i	-8
COc1ccc(-c2[nH]n(-c3ccc([N+](=O)[O-])cc3)c(=O)c2C=NCc2ccccc2)cc1	6%	i	39	i	1.9	920	-0.69	0.072	-0.56	0.61	1%	1	-12	4.5	3.7	2.3	+	-1.9*
Cn1c(SCC(=O)c2ccccc2)nnc1-c1cnccn1	23%	i	30	i	-4.7	949	-0.9	-0.2	-0.1	0.45	5%	11	22	3.6	2.1	5.5	i	-9
COc1cc(C(=O)OC2CCCCC2=O)cc(OC)c1C (stereo unspecified)	19%	i	34	i	-1.9	1165	-0.61	-0.13	-0.22	0.19	-2%	1	-51	1.9	1.4	16	i	14
Cc1noc(/C=C/N(C)C)c1S(=O)(=O)N1CCCC(C(=O)Nc2ccc3c(c2)OCO3)C1 (stereo unspecified)	14%	i	54	i	·	·	-0.71	-0.21	-0.26	0.027	6%	12	7	4.2	3.5	11	i	0
Cc1ccc(CNC(=O)CCCc2nc3ccccc3s2)cc1	-2%	i	4	i	·	·	-0.68	-0.33	-0.65	0.78	10%	-6	-17	4.0	3.1	6.0	i	10
COc1ccc(NC(=O)CNc2ccc(C#N)cc2)cc1	-1%	i	7	i	-1.7	1014	1.4	-0.35	0.94	-1.7	0%	-1	9	4.9	1.3	6.4	i	-1
CN(C)S(=O)(=O)c1cccc(NC(=O)COC(=O)c2cn(-c3ccccc3)nc2-c2ccccc2)c1	-17%	i	5	i	-0.7	987	1.2	-0.14	0.22	-0.77	-1%	2	-9	5.7	2.0	11	i	-10
COc1ccc(NC(=O)CN(c2ccc(C(C)C)cc2)S(=O)(=O)c2c(C)noc2C)cc1OC	0%	i	43	i	-0.7	1084	0.68	-0.19	0.57	-0.49	2%	0	-12	1.4	2.2	7.6	·	·
Cc1cc(Cl)ccc1OCC(=O)Nc1nc(-c2cccnc2)cs1	-4%	i	32	i	1.4	1287	0.092	0.13	0.011	0.3	-5%	·	·	·	·	·	·	·
COC(=O)c1ccccc1NC(=O)C1CCCN(S(=O)(=O)c2ccccc2)C1 (stereo unspecified)	-8%	i	28	i	0.0	1091	-0.62	-0.22	-0.23	-0.61	4%	-6	4	2.0	0.8	1.7	i	0
CCC(=O)NC(Nc1cc(C)ccn1)(C(F)(F)F)C(F)(F)F	-2%	i	29	i	-3.3	1078	0.24	-0.23	-0.074	0.33	12%	-3	-6	4.3	3.1	4.8	i	-40
CS(=O)(=O)NCCOc1ccc(S(=O)(=O)N2CCCc3ccccc32)cc1	-23%	i	10	i	·	·	0.051	-0.22	0.086	-0.9	6%	-32	5	4.6	1.4	4.9	i	2
COc1ccc(C2=C(C)CC(C)(C)NC2=O)cc1OC	-1%	i	27	i	-5.5	1019	-0.67	-0.099	-0.032	0.004	-9%	-3	-13	5.8	3.1	6.8	i	-10
O=C(O)c1cccc(CN2C(=O)SC(Nc3ccccc3)C2=O)c1 (stereo unspecified)	34µM*	i	49	i	1.8	1173	-0.59	0.43	0.14	12	2%	-3	16	2.3	2.5	12	i	-13
CCCCN(CCCC)c1cc(C)nc(-c2ccccc2O)n1	-5%	i	47	i	1.7	1448	-1.2	-0.49	-0.32	0.47	-3%	41	14	2.0	2.7	7.2	i	-6
Fc1ccccc1CNC(=S)Nc1cccc(C(F)(F)F)c1	-2%	i	47	i	·	·	1.7	-0.19	1	-1.1	18%	35	-4	2.2	2.9	6.0	i	-4
CCOc1cc(/C=N/NC(=O)CSc2nncn2C)ccc1OCc1ccccc1	27%	i	46	i	·	·	0.57	-0.12	0.5	-0.66	13%	-7	-5	1.2	4.4	9.5	i	-3

Retrieved one by one from the entries so far:
SMILES	P. falciparum M17LAP	T cell modulator	T cell modulator vesicle-bound %	Yfh1-depleted yeast	b-catenin transl	b-catenin transl cell count 5 µM	Dynein transport	Dynein transport cytoplasmic EGFP	Dynein transport nuclear GR-EGFP	Dynein transport cell count	P. falciparum M1AAP	WT yeast gro inh	WT yeast gro inh mutant strain	MT stabilize HCS	MT stabilize HCS Hoechst-high %	MT stabilize HCS cytotoxicity %	Autophagy mod	Autophagy mod cell loss 18 h
COc1cc2c(=O)n(Cc3ccccc3)c(=O)n(CC(=O)C(C)(C)C)c2cc1OC	5%	i	24	i	0.8	1363	1.3	-0.13	0.67	-1	-2%	·	·	·	·	·	·	·
O=C(O)CCc1nnc(SCC(=O)Nc2ccc(Br)cc2)[nH]c1=O	2.5µM*	i	42	i	-2.8	1118	0.0022	-0.26	0.041	1.2	4%	-2	-13	4.5	2.5	4.5	i	-15

The main list resumes, repeating the two entries before the break.
SMILES	P. falciparum M17LAP	T cell modulator	T cell modulator vesicle-bound %	Yfh1-depleted yeast	b-catenin transl	b-catenin transl cell count 5 µM	Dynein transport	Dynein transport cytoplasmic EGFP	Dynein transport nuclear GR-EGFP	Dynein transport cell count	P. falciparum M1AAP	WT yeast gro inh	WT yeast gro inh mutant strain	MT stabilize HCS	MT stabilize HCS Hoechst-high %	MT stabilize HCS cytotoxicity %	Autophagy mod	Autophagy mod cell loss 18 h
Fc1ccccc1CNC(=S)Nc1cccc(C(F)(F)F)c1	-2%	i	47	i	·	·	1.7	-0.19	1	-1.1	18%	35	-4	2.2	2.9	6.0	i	-4
CCOc1cc(/C=N/NC(=O)CSc2nncn2C)ccc1OCc1ccccc1	27%	i	46	i	·	·	0.57	-0.12	0.5	-0.66	13%	-7	-5	1.2	4.4	9.5	i	-3
Clc1ccc(-c2nc(-c3ccccn3)no2)cc1Cl	7%	i	25	i	5.0	1339	0.88	-0.18	0.094	0.16	0%	9	13	2.4	2.0	5.4	i	-8
O=C(CCN1CCOCC1)N/N=C/c1cc(Br)cc(Br)c1O	·	i	40	i	1.2	954	0.16	0.91	0.8	-0.7	·	-8	4	2.8	2.4	5.4	i	7
COc1ccc(/C=N/NC(=O)c2cc(C34CC5CC(CC(C5)C3)C4)[nH]n2)cc1OC	-29%	i	65	i	-0.4	899	2.3	-0.12	1.1	-1.1	8%	52	4	1.9	3.3	7.1	i	-4
Cc1ccc(-n2[nH]c(C)c(/C=N/Nc3ccc([N+](=O)[O-])cc3[N+](=O)[O-])c2=O)cc1C	19%	i	0	i	·	·	1.6	-0.25	0.8	-1	4%	70*	59*	2.1	2.3	3.7	i	14
Cn1cnnc1SCC(=O)Nc1sc2c(c1C#N)CCCCC2	12%	i	15	i	-6.7	1117	-0.18	0.17	0.67	1.1	1%	1	4	1.5	0.7	16	i	1
CCCC/C(C)=N/NC(=O)Nc1ccccc1	-9%	i	52	i	·	·	-0.84	-0.12	-0.63	0.99	1%	-1	-26	3.1	1.4	8.9	i	6
Cc1ccc(CSCC(Nc2ccc(C(=O)O)cc2[N+](=O)[O-])C(=O)O)cc1 (stereo unspecified)	-61%	i	13	i	0.3	1203	0.44	0.2	0.11	-1.7	8%	-6	-7	0.8	1.0	13	i	-6
CCOC(=O)c1sc2nccc(N(C)C)c2c1N=CNOCc1ccccc1	14%	i	38	i	·	·	0.54	0.19	0.55	-1.9	6%	56	38	1.5	1.7	9.6	i	-2
